# GPR55 LPI antagonism – GPR55 antagonists blocking LPI-driven arrestin recruitment, primary screen, imaging, U2OS, beta-arrestin-GFP, LPI agonist (AID 2013); G-protein coupled receptor 55 (Homo sapiens); U2OS GPR55 beta-arrestin-GFP translocation imaging, LPI antagonism; higher % means a stronger effect; one-dose inhibition, % at 10 µM; IC50 in µM for titrated hits; actives 0.13% (n = 290,000);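 active = spots per cell inhibited over 60%, with over 100 cells counted and total cytoplasm intensity under 500,000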;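 note: U2OS cells stably carrying GPR55 and arrestin-GFP stimulated by 5 µM LPI near EC80; imaged beta-arrestin-GFP aggregate spots per cell after agonist stimulation; plate controls were LPI-stimulated DMSO wells for no effect and DMSO wells without LPI for full effect; some results filed as inactive read as strong as hits; confirmed hits need IC50 under 10 µM and bright autofluorescent wells are also inconclusive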
# MgcRacGAP inhibition – MgcRacGAP GTPase-activating activity inhibitors, confirmation, biochemical, ADP Hunter fluorescence. inhibition, % at 30 µM, or IC50 in µM where a hit was titrated. actives 0.6% (n = 340,000). Rac GTPase-activating protein 1 (Homo sapiens). MgcRacGAP-stimulated Rac1 GTP hydrolysis, ADP Hunter fluorescence; higher % means a stronger effect; GST-tagged Rac1 F28L mutant substrate;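 active = first-screen hits whose inhibition reached a set limit at any dose in the follow-up dose series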;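 note: fluorescence reports GDP produced by GAP-driven GTP hydrolysis; strong numbers were not always called active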
# Large T inhibition – SV40 large T antigen inhibitors, biochemical (AID 1903); one-dose inhibition, % at 20 µM; IC50 in µM for titrated hits; actives 0.39% (n = 310,000); SV40 large T antigen ATPase/helicase inhibition assay; higher % means a stronger effect; in the data active = a potency from the dose series; note: strong numbers were not always called active
# KOR beta-arrestin-1 – KOR agonists, beta-arrestin recruitment, primary screen, cell-based, luminescence, uHTS (AID 1777). Kappa-type opioid receptor (Homo sapiens). KOR beta-arrestin recruitment, luminescence; higher % means a stronger effect. activation, % at 10 µM, or EC50 in µM where a hit was titrated. actives 0.02% (n = 280,000); in the data active = activation above about 50%, passing the limit was not always enough; note: a part of the inactive calls stands beside numbers as strong as those of hits
# HIV peptide binding – inhibitors of HIV fusion peptide binding, primary screen, biochemical, uHTS, fluorescence dequenching (AID 1986); cell-free peptide binding, fluorescence dequenching, 30 min; higher % means a stronger effect; one-dose inhibition, % at 20 µM; IC50 in µM for titrated hits; actives 0.3% (n = 290,000); in the data active = inhibition mostly above about 52%, no sharp cut-off; inactive = mostly below about 76%; note: some results filed as inactive read as strong as hits
# NOD2 inhibition – NOD2 signaling inhibitors, cell-based, luminescence, uHTS, HEK293 (AID 1566). HEK293 NOD2/NF-kB luciferase reporter, luminescence; higher % means a stronger effect. inhibition, % at 4 µM, or EC50 in µM where a hit was titrated. actives 0.63% (n = 290,000); note: many of its hits are not listed in these tables
# NOD1 inhibition – NOD1 signaling inhibitors, primary screen, cell-based, luminescence, uHTS (AID 1578); NOD1-driven NF-kB luciferase reporter cells, luminescence; higher % means a stronger effect; actives 1% (n = 290,000); one-dose inhibition, % at 4 µM; EC50 in µM for titrated hits; in the data active = inhibition mostly above about 36%, no sharp cut-off; inactive = mostly below about 34%;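 note: HEK-293T reporter cells stimulated with the NOD1 agonist gamma-tri-DAP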
# GPR55 beta-arrestin – GPR55 agonists via beta-arrestin recruitment, primary screen, imaging, U2OS cells, beta-arrestin-GFP redistribution (AID 1961); G-protein coupled receptor 55 (Homo sapiens); actives 0.048% (n = 290,000); U2OS GPR55 beta-arrestin-GFP redistribution imaging; higher % means a stronger effect; activation, % at 10 µM, or EC50 in µM where a hit was titrated;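 active = activation above 40% with more than 50 cells counted in the well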;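 note: U2OS osteosarcoma cells stably expressing GPR55 and beta-arrestin-GFP; plate controls were DMSO negative control for no effect and LPI positive control for full effect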
# KOR beta-arrestin-2 – KOR antagonists, beta-arrestin recruitment, cell-based, luminescence, uHTS (AID 1778) | Kappa-type opioid receptor (Homo sapiens) | KOR beta-arrestin recruitment, luminescence, antagonist mode; higher % means a stronger effect | inhibition, % at 10 µM, or IC50 in µM where a hit was titrated | actives 0.091% (n = 290,000); note: strong numbers were not always called active
# Active calls of the source: *; / = no result given; [ ] = remark or other dose. Cut-off read from the data, not from the text of the source, unless noted: active = inhibition above about 50%; inactive = the rest. These rows are one share of the data, so the mix of outcomes need not match the whole.
SMILES,GPR55 LPI antagonism,MgcRacGAP inhibition,Large T inhibition,KOR beta-arrestin-1,HIV peptide binding,NOD2 inhibition,NOD1 inhibition,GPR55 beta-arrestin,KOR beta-arrestin-2
COC(=O)c1cc(S(=O)(=O)NCc2cccc(Br)c2)c[nH]1,4%,18%,9%,1.4%,1.9%,5%,6%,-0.2%,-46%
COc1ccc(-c2nnc(SCc3nnc(-c4ccccc4)o3)n2C)cc1OC,6%,4%,3%,-0.4%,9.1%,16%,-9%,0.2%,28%
COc1ccc(C(=O)N/N=C/c2ccc(OC)c(CN3CCN(c4ccc(F)cc4)CC3)c2)cc1,2%,11%,-20%,4.1%,-1.5%,-12%,-12%,0.1%,-18%
CC(C)CN1CCN(Cc2cccn2-c2cccnc2)CC1CCO (configuration not stated),24%,3%,23%,/,-0.3%,-24%,0%,-0.1%,0%[20 µM]
CCOc1ccc(N=c2scc(-c3ccc(OC)cc3)n2CCO)cc1,-4%,5%,11%,-5.2%,-0.6%,16%,-16%,0.5%,-10%
CCOC(=O)N1CCC(N2C(=O)c3ccc(C(=O)NCCC(C)C)cc3C2=O)CC1,5%,8%,21%,3.8%,-0.2%,0%,3%,0.0%,0%
Cc1ccc(OCC(=O)NNC(=O)CSc2ncc(C#N)c(N)n2)cc1,13%,11%,-5%,4.9%,0.7%,13%,-23%,0.2%,27%
O=C(/C=C/c1ccc(Cl)cc1Cl)n1cccn1,10%,7%,3%,2.6%,1.0%,11%,35%,0.2%,0%
O=S(=O)(c1ccc(NC(=S)NC2CC2)cc1)N1CCOCC1,3%,5%,18%,/,-1.3%,11%,-14%,-0.2%,13%
CCOC(=O)Cc1csc(NC(=O)COc2ccc3ccccc3c2)n1,14%,12%,9%,-3.8%,-0.5%,1%,-23%,0.3%,13%
O=C1C(Cl)=C(NCCN2CCCCC2)C(=O)c2ccccc21,-3%,18%,8%,-1.7%,-0.6%,-3%,-30%,-0.5%,0%
O=C(NN=C1CCCCCC1)c1cc2ccccc2cc1O,6%,23%,20%,-4.2%,13%,8%,-56%,0.4%,17%
Cc1ccc(-c2cc(-c3ccccc3)c3c(N)c(S(C)(=O)=O)sc3n2)cc1,0%,5%,7%,-4.8%,3.5%,6%,14%,0.1%,28%
CCC(C(=O)OC)n1cnc2c(nnn2-c2ccc(C)cc2)c1=O (configuration not stated),12%,1%,9%,-5.3%,-1.6%,0%,-18%,0.0%,-23%[20 µM]
O=C(N(c1ccccn1)c1ccccn1)C12CC3CC(CC(Cl)(C3)C1)C2,-5%,-1%,14%,-2.7%,-0.2%,13%,-15%,-0.2%,-14%
O=C(N/N=C/c1c[nH]c2ccccc12)c1ccccc1,6%,20%,20%,-1.4%,0.2%,-36%,-46%,-0.1%,-2%
COc1ccc(CC(=O)N[C@@H](CCSC)C(=O)N2CCC3(CC2)NCCc2[nH]cnc23)cc1,4%,7%,11%,-0.8%,0.7%,-9%,-17%,-0.2%,-10%
O=C(CSc1nc2ccccc2o1)NCC(=O)c1ccccc1,8%,2%,1%,/,-3.3%,11%,22%,-0.1%,-27%
C/C(CC(C)C)=N\Nc1ccc(S(N)(=O)=O)cc1[N+](=O)[O-],1%,7%,5%,-2.6%,-1.6%,17%,-3%,1.0%,12%
CCCSc1nc2c(c(=O)n1CC)SC(C)C2 (configuration not stated),1%,-3%,3%,-8.0%,-0.2%,4%,-5%,-0.1%,26%
COc1ccc(/C=N/NC(=O)CSCC(=O)Nc2ccccc2)cc1,10%,5%,13%,-0.9%,1.4%,4%,-8%,0.0%,-20%
O=C(COC(=O)CCc1c[nH]c2ccccc12)NC(c1ccccc1)c1ccccc1,3%,11%,3%,-0.1%,-0.6%,-5%,-28%,-0.1%,-4%
Cc1cccc(CN2CCN(CC(=O)N3CCCC3)C2=O)c1,7%,6%,-12%,0.9%,-0.7%,12%,3%,-0.1%,-51%
Cc1c(NC(=O)c2ccccc2)cccc1[N+](=O)[O-],-2%,9%,8%,6.0%,1.1%,21%,-17%,-0.3%,6%
CCn1c(SCC(=O)Nc2ccccc2N2CCOCC2)nnc1-c1ccccc1,-5%,10%,8%,1.4%,0.5%,-4%,-24%,0.0%,-18%
CCN1CCN(Cc2nc3c(c(=O)n(C)c(=O)n3C)n2CCCc2ccccc2)CC1,4%,/,/,3.6%,-3.4%,-26%,-10%,-0.1%,-16%
CCCCCCc1cc2cc(C(=O)Nc3ccccc3)c(=O)oc2cc1O,-14%,10%,5%,4.2%,3.3%,-37%,34%,-0.2%,-31%
CC(C)CN1C(Nc2ccccc2)=NC[C@@H]1C,4%,7%,0%,-1.8%,-0.2%,8%,-31%,0.2%,-31%[20 µM]
Cc1ccc(NC(=O)Cc2sc(C)nc2-c2ccc(C)cc2)cc1,0%,2%,13%,-1.7%,-0.1%,2%,-37%,-0.1%,-9%
CCOc1ccc(-c2cnc(SCC(N)=O)nc2N)cc1,9%,2%,3%,0.1%,0.0%,-1%,-31%,-0.2%,20%
Cc1cc(C(=O)N2CCC(CO)(Cc3cccc(C(F)(F)F)c3)CC2)n[nH]1,-1%,6%,15%,-5.9%,1.9%,7%,-21%,-0.2%,-22%
NS(=O)(=O)c1ccc(Cc2ncc(C(F)(F)F)cc2Cl)s1,28%,6%,12%,-7.4%,1.6%,17%,-1%,-0.1%,8%
COC(=O)c1cn(NC(=O)c2ccc([N+](=O)[O-])c(C)c2)c(=O)c2ccccc12,-10%,4%,5%,-3.1%,0.5%,13%,-56%,1.4%,17%
CC(C)=Cc1oc2ccc([N+](=O)[O-])cc2c1N1CCOCC1,10%,2%,23%,/,0.3%,10%,-29%,0.5%,-8%[20 µM]
O=C(NC(Cc1ccccc1)C(=O)O)/C(=C\c1ccc([N+](=O)[O-])cc1)NC(=O)c1ccco1 (configuration not stated),5%,6%,5%,4.6%,2.3%,8%,-3%,-0.1%,-33%
Nc1ccc(Oc2ccc3nc(-c4ccccc4)c(-c4ccc([N+](=O)[O-])cc4)nc3c2)cc1,8%,1%,2%,10%,2.7%,29%,38%,-0.1%,1%
COC(=O)CN(c1ccc(OC)cc1)S(=O)(=O)c1ccc(OC)c(OC)c1,8%,8%,15%,4.2%,1.3%,16%,1%,-0.5%,-32%
CCn1c(SCCN2CCOCC2)nc2c1c(=O)n(C)c(=O)n2C,1%,11%,5%,-3.7%,2.7%,6%,3%,-0.2%,-43%[20 µM]
Cc1cc(Cl)ccc1NC(=S)NCCCN1CCCC1=O,6%,12%,3%,-0.8%,-1.4%,15%,-21%,0.2%,1%
CC(=O)NC(Cc1ccccc1)C(=O)N1CCN(C(=O)c2ccco2)CC1 (configuration not stated),15%,-3%,24%,6.7%,-0.2%,8%,-14%,-0.2%,-26%
COc1ccc(/C=N/N=C2/NC(=O)C(CC(=O)O)S2)cc1OS(=O)(=O)c1ccccc1 (configuration not stated),2%,6%,6%,5.8%,9.1%,14%,-45%,-0.1%,-23%
COc1ccc2oc(=O)c(-c3nc4ccccc4o3)cc2c1,-14%,2%,5%,-3.8%,26%,-71%,-54%,0.0%,-35%
COc1ccc2c(c1)C(SCC(=O)NCCc1ccc(Cl)cc1)CC(C)(C)O2 (configuration not stated),8%,2%,8%,0.0%,2.2%,-8%,5%,-0.2%,12%
Cc1cc(C)n2nc(SCC(=O)N(C(C)C)C(C)C)nc2n1,-1%,0%,7%,-2.7%,-0.5%,10%,12%,-0.2%,8%
CCN1CCC2(CC1)N=C(c1ccc(F)cc1)C(=S)N2C(=O)c1ccc(C)cc1,-7%,-3%,22%,10%,3.0%,16%,10%,0.8%,-35%
Cc1c(CCOC(=O)CC23CC4CC(CC(C4)C2)C3)sc[n+]1Cc1ccccc1,14%,5%,0%,3.3%,-2.7%,23%,13%,0.0%,1%
CCOC(=O)c1cnc(-c2ccccc2)nc1Oc1ccccc1,23%,5%,22%,1.8%,-2.9%,15%,-12%,-0.1%,4%
CN(C(=O)C1CCC(=O)N(Cc2ccccc2F)C1)C1CCOCC1 (configuration not stated),-6%,5%,25%,1.6%,2.7%,6%,-21%,-0.1%,13%
CCOc1ccc2nc(N/C(N)=N/S(C)(=O)=O)nc(C)c2c1,4%,10%,12%,4.7%,-1.1%,-14%,-9%,-0.1%,-7%
Cc1cc(C(=O)Nc2nc3c(s2)CCCC3)no1,-10%,4%,13%,-3.1%,0.3%,-70%,5%,0.3%,-27%
O=C(O)/C=C\C(=O)Nc1ccccc1C(=O)NC1CCCCC1,0%,-5%,10%,-0.6%,-1.2%,-3%,-46%,0.3%,-14%
CCC(SCC(=O)OC)C(=O)Nc1nnc(C(C)C)s1 (configuration not stated),10%,15%,7%,-8.9%,-2.2%,1%,-1%,-0.1%,39%
CCOc1cc(Cl)c(S(=O)(=O)NCc2cccnc2)cc1Cl,-26%,-3%,-1%,-0.5%,1.8%,20%,25%,-0.2%,-33%[20 µM]
